Screens deposited in PubChem by National Center for Advancing Translational Sciences (NCATS).
TSHR antagonist: blocks TSH signaling through the human TSH receptor; P16473; TSHR-expressing cells, TSH-stimulated cAMP HTRF, 2 h; hits give low values; activity change, negative = inhibition, % at 11.5 µM; 330,000 tested, 0.2% active;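 active means activity change below a set negative limit, meaning inhibition stronger than a set level, cut at about -70% in these data; inconclusive means activity change between two set negative limits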; further: on the % scale 0 is the no-effect control and ±100 the full control effect
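Antagonism was scored as loss of TSH-driven cAMP in TSHR cells, stimulated with 4nM TSH (EC80) for 2 hours at 37 deg C and detected by homogeneous HTRF competition immunoassay.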
KCNH2 WT inh: blocks the wildtype human KCNH2 potassium channel | Q12809 | U2OS, BacMam KCNH2, thallium flux FluxOr; hits give low values | AID 720551 | 340,000 tested, 0.37% active | activity change, % at 1.84 µM;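 active means maximum activity change below -70%; inconclusive means maximum activity change between -70% and -50%; inactive means maximum activity change above -50%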; further: on the % scale 0 is the no-effect control and ±100 the full control effect
Target sequence (Q12809 whole entry, looked up): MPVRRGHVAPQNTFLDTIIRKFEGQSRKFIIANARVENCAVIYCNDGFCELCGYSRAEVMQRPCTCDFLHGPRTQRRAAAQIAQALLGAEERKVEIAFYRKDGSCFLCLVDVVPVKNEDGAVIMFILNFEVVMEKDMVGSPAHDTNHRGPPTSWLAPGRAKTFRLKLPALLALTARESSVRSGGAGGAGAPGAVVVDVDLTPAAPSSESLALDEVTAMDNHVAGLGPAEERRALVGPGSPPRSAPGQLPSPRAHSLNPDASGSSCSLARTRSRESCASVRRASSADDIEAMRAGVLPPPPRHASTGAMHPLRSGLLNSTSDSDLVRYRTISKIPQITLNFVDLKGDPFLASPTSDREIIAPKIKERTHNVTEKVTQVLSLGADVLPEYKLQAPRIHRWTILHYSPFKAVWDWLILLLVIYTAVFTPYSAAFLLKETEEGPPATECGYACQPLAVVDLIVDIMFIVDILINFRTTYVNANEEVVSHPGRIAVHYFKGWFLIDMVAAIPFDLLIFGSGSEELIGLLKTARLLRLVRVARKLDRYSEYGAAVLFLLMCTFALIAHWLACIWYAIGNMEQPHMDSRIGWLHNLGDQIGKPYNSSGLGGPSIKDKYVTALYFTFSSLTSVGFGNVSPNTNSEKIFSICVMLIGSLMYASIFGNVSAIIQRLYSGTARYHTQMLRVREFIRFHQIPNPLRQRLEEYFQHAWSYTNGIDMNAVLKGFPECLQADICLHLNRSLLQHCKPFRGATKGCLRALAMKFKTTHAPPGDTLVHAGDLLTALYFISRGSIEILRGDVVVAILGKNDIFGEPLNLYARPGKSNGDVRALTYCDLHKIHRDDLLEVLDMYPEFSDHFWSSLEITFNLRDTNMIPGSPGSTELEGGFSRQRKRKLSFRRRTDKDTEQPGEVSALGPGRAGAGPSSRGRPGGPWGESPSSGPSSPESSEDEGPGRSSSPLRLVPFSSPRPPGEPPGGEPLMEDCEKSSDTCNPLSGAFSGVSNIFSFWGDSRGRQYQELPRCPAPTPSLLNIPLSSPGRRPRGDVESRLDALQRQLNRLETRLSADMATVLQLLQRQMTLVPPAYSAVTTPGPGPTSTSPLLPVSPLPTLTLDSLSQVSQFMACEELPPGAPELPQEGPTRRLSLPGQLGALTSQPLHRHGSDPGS
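U2OS cells were transduced with wild-type KCNH2 virus (2.03 x 10^8 / mL) for 4 h at room temperature, then cultured overnight at 37 C. Thallium flux was read with FluxOr dye. Rate constants were normalized to DMSO controls.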
Chronic BCR inh: inhibitors of chronic active B-cell receptor signaling. Potency, µM (titrated, usually from 46.1 µM), inactives show top-dose ratio change, negative = lower green/red ratio, usual class: inhibitors. 340,000 tested, 0.05% active. AID 493014. ABC-DLBCL IkBa-CBG/CBR reporter, luminescence ratio, 4 h; active means well fitted inhibition curve with a large enough effect in the signal ratio, with a control signal flat, not every such curve was filed as active; inconclusive means small, poorly fitted or top-dose-only effect, or effect the other way, or a change in a side signal; the % refers to the signal ratio;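 further: potency means the concentration at half of the fitted maximal effect; plate controls were basal doxycycline-induced cells for no effect and cells given 10 µM MG132 for full effect; MG132 reads +100%, hits lower the ratio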
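Doxycycline induced both beetle luciferases in TMD8 lymphoma cells; IKK-driven degradation limits the IkappaBalpha-fused green signal, while red luminescence normalises for cell number and nonspecific effects. Compounds tested up to 46 uM, 4 hrs.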
S-ASM inh: human S-ASM enzyme inhibition. P17405. placental ASM, HMU-PC fluorogenic substrate, 60 min. Potency, µM (series often up to 57.5 µM), without a hit: top-dose activity change, negative = inhibition, actives largely listed as inhibitors. 340,000 tested, 0.006% active; further: potency means the concentration at half of the fitted maximal effect
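Steps: dispense placental human ASM, pin compound, wait 10 min at room temperature, add HMU-PC0 substrate at 9 uM final, incubate 60 min at 37 °C, add stop solution raising pH to 10, read fluorescence.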
Mito fusion yeast: mitochondrial division inhibition or fusion activation. AID 485298. S. cerevisiae fusion-defective mutant growth rescue, CellTiterGlo 48 h. 320,000 tested, 0.23% active. Potency, µM (series often up to 46.1 µM), for inactives: at the top dose growth rescue (activation), hits mostly activators;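 further: potency means the concentration at half of the fitted maximal effect; % of control where 0% means no effect; nearly all actives have a fitted effect of over 45% in size; temperature-sensitive fusion mutants such as fzo1-1 at 37 °C on non-fermentable ethanol glycerol medium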
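S. cerevisiae fusion-defective temperature-sensitive mutants (e.g. fzo1-1, mgm1-5) grown 48 h at 37C in YPEG (ethanol/glycerol non-fermentable) medium with 23 nl compound per well; growth rescue read as CellTiterGlo luminescence.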
USP2a inh: inhibitors of human ubiquitin-specific protease USP2a | 330,000 tested, 0.01% active | AID 463254 | USP2 core, Ub-CHOP2 coupled fluorogenic reporter, 485/531 | Potency, µM (top dose mostly 38.3 µM), for the others: at the top dose activity change, negative = inhibition, actives largely listed as inhibitors;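 further: potency means the concentration at half of the fitted maximal effect; plate controls were DMSO wells for no effect and full inhibition by NEM control for full effect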
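Deubiquitinase activity read as fluorescence (485/531 nm) after Ub-CHOP2 cleavage activates the enterokinase reporter on its substrate; USP2 core 10nM, Ub-CHOP2 and substrate 25nM each, 30min compound preincubation then 60min RT; data normalized to NEM, curves fitted.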
GALK inh: blocks human galactokinase activity; P51570; Purified GALK, Kinase-Glo residual ATP luminescence; Potency, µM (titrated, usually from 57.5 µM), for the others: at the highest dose activity change, negative = inhibition, hits mostly inhibitors; 270,000 tested, 0.007% active; further: potency means the concentration at half of the fitted maximal effect; on the % scale 0 is the no-effect control and ±100 the full control effect
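Quantitative HTS: GALK 5 nM, ATP 35 uM, galactose 100 uM, 1 h room temperature, then luciferase-based ATP detection.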
MBNL1-CUG inh: MBNL1-poly(CUG) RNA binding inhibition. Q9NR56. TR-FRET MBNL1-His/biotin-(CUG)12 binding, 665/545 ratio. Potency, µM (highest dose often 57.5 µM), without a hit: at the top dose activity change, negative = inhibition, hits mostly inhibitors. 280,000 tested, 0.036% active. AID 2675; active means well fitted inhibition curve with a large enough effect in the signal ratio, with a control signal flat, not every such curve was filed as active; inconclusive means small, poorly fitted or top-dose-only effect, or effect the other way, or a change in a side signal; inactive means no such curve, though single readings can be large or run the other way; the % refers to the signal ratio; further: potency means the concentration at half of the fitted maximal effect; on the % scale 0 is the no-effect control and ±100 the full control effect
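TR-FRET readout: Ex 340 nm, 665/545 nm emission ratio, normalized to buffer-only (basal) and MBNL1-(CUG)12 controls. Complex of MBNL1-His with Biotin-(CUG)12, compounds 92 nM–58 uM, incubated 60 min at room temperature.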
PKM2 activator: activators of human pyruvate kinase M2; P14618; purified PKM2, Kinase-Glo ATP luminescence, activation; response scale: 0% is enzyme alone, no compound; Potency, µM (titrated, usually from 57.5 µM), for inactives: at the top dose activation, most hits filed as activators; 260,000 tested, 0.34% active; further: potency means the concentration at half of the fitted maximal effect; on the % scale 0 is the no-effect control and ±100 the full control effect; nearly all actives have a fitted effect of over 55% in size
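Purified hPK-M2 (>95% pure) converted ADP (0.1 mM final) to ATP with 0.5 mM PEP in 50 mM imidazole pH7.2, KCl, MgCl2, Tween 20, BSA; 1 h at room temperature. ATP detected by Kinase-Glo luminescence.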
Menin-MLL TR inh: inhibitors of human menin-MLL interaction, mutant MLL peptide. O00255. Menin + Texas Red MLL mutant peptide, fluorescence polarization. Potency, µM (titrated, usually from 61.6 µM), without a hit: at the highest dose FP activity change, negative = inhibition, hits mostly inhibitors. 270,000 tested, 0.23% active; active means well fitted inhibition curve with a large enough effect in the polarisation, with a control signal flat, not every such curve was filed as active; inconclusive means small, poorly fitted or top-dose-only effect, or effect the other way, or a change in a side signal; inactive means no such curve, though single readings can be large or run the other way; the % refers to the polarisation; further: potency means the concentration at half of the fitted maximal effect; % of control where 0% means no effect; many of its hits are not listed in these tables
Eya2 phos inh: blocks the phosphatase activity of human Eya2 | recombinant Eya2, OMFP fluorescence dephosphorylation (OMFP is methylfluorescein phosphate) | Potency, µM (titrated, usually from 76.9 µM), inactives show at the top dose activity, negative = inhibition, actives largely listed as inhibitors | 330,000 tested, 0.006% active | AID 488837; further: potency means the concentration at half of the fitted maximal effect; on the % scale 0 is the no-effect control and ±100 the full control effect
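Eya2 (0.2 uM) preincubated 10 min at ambient with compound, then OMFP substrate added at 50 uM; 10 min reaction in 50 mM HEPES pH 7.5, 50 mM NaCl, 5 uM MgCl2, 0.05% BSA, 1 mM DTT. Fluorescence read at Ex 485/Em 525 nm.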
The depositor's hits bear a star; ? = inconclusive; . = not tested or not shown; [ ] = remark or other dose. Unless noted, the call rests on the fitted dose curve; in most records, active means well fitted curve in the direction sought with a large enough effect; inconclusive means small, poorly fitted or top-dose-only effect, or another doubt; inactive means no such curve, though single readings can be large; an effect the other way counts as inactive or inconclusive. The list is partial, so the mix of outcomes need not match the whole.

SMILES	TSHR antagonist	KCNH2 WT inh	Chronic BCR inh	S-ASM inh	Mito fusion yeast	USP2a inh	GALK inh	MBNL1-CUG inh	PKM2 activator	Menin-MLL TR inh	Eya2 phos inh
NC(=O)C1CCN(C(=O)Nc2csc3ccccc23)CC1	-3	-1	-15%	5%	1%	-2%	12%	0%	0%	.	4%
CCOC(=O)c1ccc(S(=O)(=O)N2CCC(N3CCCCC3)CC2)cc1	15	2	-11%	1%	-1%	3%	.	0%	0%	-1%	19%
CCOC(=O)CSc1nnc(Cc2ccccc2)n1CC1CCCO1 (stereo not drawn)	4	0	-5%	0%	-2%	1%	-2%	-1%	-3%	-17%	1%
COc1ccc(N(C(=O)c2snc(C(N)=O)c2N)C(C(=O)NC2CCCCC2)c2ccc(C)o2)c(OC)c1 (stereo not drawn)	-1	-12	1%	206%[activator]	13%	-4%	-2%	5%	5%	1%	2%
CC(=O)c1cn(CCCCCCCn2cc(C(C)=O)c(=O)[nH]c2=O)c(=O)[nH]c1=O	-6	-7	0%	-3%	-4%	0%	.	7%	-2%	-2%	3%
Cc1cnc(C(=O)OCC(=O)Nc2cccc(S(=O)(=O)N3CCCCC3)c2)cn1	-10	-1	-1%	1%	-1%	4%	1%	-4%	-7%	-7%	0%
COc1ccc(-c2cc(C(=O)n3cnc4ccccc43)c3ccccc3n2)cc1	-16	-2	?	32%	0%	1%	-3%	6%	-7%	-13%	-9%
COc1nc(N(C)C)nc(N(C#N)S(=O)(=O)c2ccc(C)cc2)n1	1	2	3%	4%	-1%	3%	4%	-10%	-3%	-3%	-1%
O=C(CN1CCN(CC(=O)c2ccc(F)cc2)CC1)Nc1ccccc1Cl	-1	-6	0%	-1%	1%	0%	-3%	3%	6%	?	-1%
COc1ccc(-c2cc(-c3nnc(COC(=O)CC4CC5CCC4C5)o3)c3ccccc3n2)cc1OC (stereo not drawn)	-8	-1	-17%	51%	-25%	-2%	0%	25%	-11%	1%	-5%
CCOC(=O)N1CCC(Nc2ccc(N3C(=O)C4CCCCC4C3=O)cc2[N+](=O)[O-])CC1 (stereo not drawn)	-12	3	5%	-13%	-1%	-1%	1%	?	1%	-4%	-4%
Cn1nnnc1SCCNCc1ccccc1F	6	-2	?	-1%	-1%	-3%	-1%	3%	9%	.	-37%
O=C(CCc1nnc(Cc2c[nH]c3ccccc23)o1)NC(C1CC1)C1CC1	-6	-8	-2%	5%	7%	3%	12%	-3%	-2%	0%	-11%
COc1ccc(C(=O)NCCNc2ccc([N+](=O)[O-])cn2)cc1	-5	9	-1%	1%	1%	3%	1%	?	.	6%	?
COc1ccc(CN(C)C(=S)Nc2ccc(Cl)cc2)cc1	-4	-7	-6%	-2%	4%	1%	0%	-3%	19%	6%	-7%

Reprinted from the part before: six entries; new compounds follow.
SMILES	TSHR antagonist	KCNH2 WT inh	Chronic BCR inh	S-ASM inh	Mito fusion yeast	USP2a inh	GALK inh	MBNL1-CUG inh	PKM2 activator	Menin-MLL TR inh	Eya2 phos inh
COc1ccc(-c2cc(-c3nnc(COC(=O)CC4CC5CCC4C5)o3)c3ccccc3n2)cc1OC (stereo not drawn)	-8	-1	-17%	51%	-25%	-2%	0%	25%	-11%	1%	-5%
CCOC(=O)N1CCC(Nc2ccc(N3C(=O)C4CCCCC4C3=O)cc2[N+](=O)[O-])CC1 (stereo not drawn)	-12	3	5%	-13%	-1%	-1%	1%	?	1%	-4%	-4%
Cn1nnnc1SCCNCc1ccccc1F	6	-2	?	-1%	-1%	-3%	-1%	3%	9%	.	-37%
O=C(CCc1nnc(Cc2c[nH]c3ccccc23)o1)NC(C1CC1)C1CC1	-6	-8	-2%	5%	7%	3%	12%	-3%	-2%	0%	-11%
COc1ccc(C(=O)NCCNc2ccc([N+](=O)[O-])cn2)cc1	-5	9	-1%	1%	1%	3%	1%	?	.	6%	?
COc1ccc(CN(C)C(=S)Nc2ccc(Cl)cc2)cc1	-4	-7	-6%	-2%	4%	1%	0%	-3%	19%	6%	-7%
O=C(COc1ccc([N+](=O)[O-])cc1)Nc1nnc(-c2cccnc2)s1	3	0	13%	-1%	1%	4%	.	1%	0%	.	6%
CCOC(=O)c1cnc(SCC(=O)Nc2cc(C(F)(F)F)ccc2N2CCOCC2)nc1N	61	-5	4%	2%	9%	1%	0%	8%	-17%	15%	17%
CCC(C)C(NC(=O)OC(C)(C)C)C(=O)NC(C(=O)N1CCCC1C(N)=O)C(C)CC (stereo not drawn)	-8	5	3%	0%	-3%	4%	4%	-7%	-1%	41%[activator]	5%
CC(Sc1nc2ccccc2c(=O)n1CC1CCCO1)C(=O)N(C)Cc1ccccc1 (stereo not drawn)	8	?	5%	-5%	19%	0%	.	.	.	.	-12%
CCOC(=O)c1c(C)nc2c(c1-c1ccccc1)C(=O)CC(C)(C)C2	3	2	15%	43%[activator]	1%	1%	0%	6%	-5%	.	0%
O=C(CSC(=S)N1CCCC1)N/N=C/c1c(O)[nH]c(=S)[nH]c1=O	.	-2	1%	-30%	.	7%	.	.	.	.	15%
Cc1cc(NC(=O)C2(c3ccccc3)CCCC2)no1	-2	-29	9%	5%	0%	2%	-1%	4%	4%	21%	-7%
CC(C)CN(C(=O)c1ccco1)c1nc2ccccc2s1	2	-4	?	-4%	-2%	-13%	13%	2%	-28%	15%	-17%
CCN(CC(=O)Nc1ccc(Br)cc1)C(=O)Cc1cccc(F)c1	-7	-1	10%	-4%	6%	-2%	-1%	2%	1%	5%	3%
Cc1c(NC(=S)NC(=O)C2CCCCC2)c(=O)n(-c2ccccc2)n1C	3	-17	0%	1%	-4%	2%	.	-14%	0%	-7%	-7%
Cc1cc(C)c2sc(NC(=O)c3ccc([N+](=O)[O-])o3)nc2c1	-49	-2	?	-9%	-25%	1%	.	?	-18%	?	9%
CC(=O)C(Cc1ccccc1)NC(=O)COC(=O)c1cccc(C)c1[N+](=O)[O-] (stereo not drawn)	.	2	?	-3%	.	3%	.	.	.	.	8%
COc1ccc2oc(C(=O)OCC(=O)N3CCN(c4ccccc4)CC3)c(C)c2c1	0	6	-7%	-8%	2%	0%	.	.	.	.	2%
COc1ccccc1NS(=O)(=O)c1cccc(C(=O)N/N=C/c2ccc(N3CCOCC3)cc2)c1	-7	-2	1%	1%	-7%	-2%	2%	21%	0%	22%	-7%
O=C(Oc1ccccc1)c1ccccc1OS(=O)(=O)c1ccccc1	0	-2	?	-1%	15%	-1%	-2%	-9%	-4%	.	5%
N#CC1=C(N)Oc2n[nH]c(CSc3ccccc3)c2C12C(=O)Nc1ccccc12 (stereo not drawn)	1	0	?	-5%	-4%	2%	0%	-3%	1%	8%	3%
O=C(NNC(=O)c1cccc(C(F)(F)F)c1)c1ccncc1	6	8	?	-2%	6%	0%	6%	-1%	.	0%	3%
CN1CCN(C(=O)c2ccc3c(=O)n(Cc4ccc(Cl)cc4)c(=S)[nH]c3c2)CC1	-1	37	5%	-13%	-11%	0%	0%	-2%	5%	2%	-22%
